IL2 activator – IL-2 activation | IL-2 activation reporter assay, cell-based qHTS; stimulated with anti-CD3/CD4/CD28 beads; in transgenic mouse T cells | activation, % (series mostly up to about 46 µM) | actives 0.065% (n = 360,000); in the data active = activation above about 50%; inconclusive = mostly about 30% to 49%; also: 0% is about no effect
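Quantitative HTS in unstimulated transgenic mouse T cells, with memory T cells as non-tolerant control and PMA/ionomycin as tolerance-bypass control. Compound pretreatment lasted 60 minutes before 18 h bead stimulation; EGFP/DsRed fluorescence read.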
WRN inhibitor – WRN helicase (human) inhibition; Q14191; WRN helicase unwinding, fluorescent forked duplex, kinetic; Potency, µM (titrated, usually from 114 µM), for inactives: at the highest dose activity change, negative = inhibition, most hits filed as inhibitors; actives 0.46% (n = 360,000); AID 651768; also: potency is read from the fitted curve at half-maximal effect; % is scaled to controls: 0 for no effect and ±100 for the full control effect; nearly all actives have a fitted effect of over 55% in size
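Enzyme (20 nM final) and test compound sit together 15 min at room temperature before substrate addition. Substrate is a single-forked duplex oligonucleotide (100 nM) labelled with fluorophore and quencher, with 2 mM ATP; helicase unwinding raises red fluorescence, read kinetically.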
Abeta rescue – restores growth of yeast expressing A-beta42 peptide | yeast expressing A-beta42, growth rescue, OD600, 48 h; response scale: 0% DMSO, 100% iron-clioquinol control | Potency, µM (top dose mostly 46.1 µM), inactives show at the top dose growth rescue, actives largely listed as activators | actives 0.063% (n = 410,000) | AID 1347071; also: potency is read from the fitted curve at half-maximal effect; nearly all actives have a fitted effect of over 55% in size
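Yeast A-beta toxicity model in growth medium with pinned compounds, 48 h at 30 C; growth read as absorbance at 600 nm. Normalized to FeCl3/clioquinol equimolar mix (positive) and DMSO (negative).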
PLK1 PBD inh – PLK1 (human) polo-box domain binding inhibition; Plk1 PBD binding of FITC phosphopeptide, fluorescence polarization; Potency, µM, without a hit: max response, negative = inhibition, usual class: inhibitors; actives 2.8% (n = 360,000); AID 720504; also: potency is read from the fitted curve at half-maximal effect; series mostly up to about 57 µM; % is scaled to controls: 0 for no effect and ±100 for the full control effect; nearly all actives have a fitted effect of over 65% in size
Target sequence (P53350 whole entry, looked up, the tested form may be a part): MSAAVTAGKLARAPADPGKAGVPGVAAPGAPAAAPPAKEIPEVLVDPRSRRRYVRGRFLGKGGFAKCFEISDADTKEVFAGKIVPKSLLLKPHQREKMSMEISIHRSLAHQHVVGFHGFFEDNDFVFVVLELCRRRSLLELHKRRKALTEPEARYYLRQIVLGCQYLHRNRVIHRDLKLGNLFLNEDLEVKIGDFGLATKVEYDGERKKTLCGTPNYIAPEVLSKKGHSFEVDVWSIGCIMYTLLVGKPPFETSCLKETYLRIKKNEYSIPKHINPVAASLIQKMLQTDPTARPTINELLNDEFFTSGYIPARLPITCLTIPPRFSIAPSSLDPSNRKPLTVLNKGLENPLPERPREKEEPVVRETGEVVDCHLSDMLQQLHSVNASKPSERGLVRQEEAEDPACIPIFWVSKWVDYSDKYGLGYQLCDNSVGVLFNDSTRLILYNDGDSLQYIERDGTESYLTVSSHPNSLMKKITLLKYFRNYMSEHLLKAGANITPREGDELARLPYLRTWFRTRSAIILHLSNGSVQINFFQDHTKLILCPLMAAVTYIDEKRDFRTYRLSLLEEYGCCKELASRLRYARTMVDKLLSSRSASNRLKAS
FUS suppressor – rescues growth of FUS-expressing yeast; AID 1347120; Potency, µM (top dose mostly 76.6 µM), inactives show top-dose growth rescue (activation), actives largely listed as activators; S. cerevisiae FUS-expressing, growth rescue, OD600, 24 h; actives 0.24% (n = 390,000);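 also: potency is read from the fitted curve at half-maximal effect; plate controls were DMSO vehicle for no effect and reference control for full effect; nearly all actives have a fitted effect of over 55% in size; some results filed as inactive show a strong effect at the top dose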
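Yeast FUS proteinopathy model; galactose-induced FUS (2%), starting OD 0.005. Cpds in dilution series, 24hr, 30C, 99% humidity. Abs 600 nm growth. Pos ctrl CP55940 (top 92uM final); neg ctrl DMSO.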
EPAC1 antag – blocks human EPAC1 exchange factor. O95398. EPAC1 GEF assay, Rap1b-BODIPY-GDP exchange fluorescence. Potency, µM (series often up to 115 µM), for the others: top-dose activity change, negative = inhibition, actives largely listed as inhibitors. actives 0.14% (n = 360,000). AID 720709;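 also: potency is read from the fitted curve at half-maximal effect; plate controls were vehicle for no effect and positive control for full effect; nearly all actives have a fitted effect of over 50% in size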
EPAC1 ag – activates human EPAC1 exchange factor; AID 720707; EPAC1 agonist qHTS, biochemical assay; response scale: 100% = response to 6.5 mM cAMP; actives 0.073% (n = 360,000); O95398; Potency, µM (top dose mostly 154 µM), without a hit: at the top dose activation, hits mostly activators; also: potency is read from the fitted curve at half-maximal effect; nearly all actives have a fitted effect of over 60% in size
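Read-out is the fluorescence drop as BODIPY-GDP leaves Rap1B (480 nm excitation, 540 nm emission), recorded every 5 minutes over 30 minutes. Reactions held 100 nM EPAC1, 250 nM Rap1B–BODIPY-GDP and 50 uM GDP, with 6.5 mM cAMP setting full activation.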
PI5P4Ka inh – PI5P4K alpha (human) kinase inhibition | P48426 | PI5P4Kalpha enzyme, ADP-Glo luminescence, 60 min; stronger effect = lower value | max response, % | actives 1.2% (n = 330,000) | AID 652105; active = max response of -50% or lower; inconclusive = between -30% and -50%; inactive = -30% or higher; also: value at the top dose of about 77 µM; % is scaled to controls: 0 for no effect and ±100 for the full control effect
Target sequence (P48426 whole entry, looked up): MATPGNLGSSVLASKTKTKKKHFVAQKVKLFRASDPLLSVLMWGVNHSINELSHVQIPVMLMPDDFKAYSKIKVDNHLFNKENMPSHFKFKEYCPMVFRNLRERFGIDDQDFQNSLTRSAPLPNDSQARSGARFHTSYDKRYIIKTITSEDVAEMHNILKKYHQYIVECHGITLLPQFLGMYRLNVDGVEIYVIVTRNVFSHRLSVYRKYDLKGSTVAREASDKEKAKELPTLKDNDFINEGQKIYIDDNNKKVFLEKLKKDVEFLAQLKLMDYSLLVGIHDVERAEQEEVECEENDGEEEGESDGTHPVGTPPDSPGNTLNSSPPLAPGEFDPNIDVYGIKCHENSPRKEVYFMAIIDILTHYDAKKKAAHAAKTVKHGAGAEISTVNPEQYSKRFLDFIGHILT
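Quantitative HTS of the MLSMR library against PI5P4Kalpha with substrate. ATP added last at 5 microM final; room temperature, 60 minutes. Remaining ATP depleted, ADP converted and read as luminescence.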
Numbers without * were called inactive; ? = inconclusive; . = not tested or not shown; [ ] = remark or other dose. Unless noted, calls follow the shape of the dose curve; as a rule, active = well fitted curve in the direction sought with a large enough effect; inconclusive = small, poorly fitted or top-dose-only effect, or another doubt; inactive = no such curve, though single readings can be large; an effect the other way counts as inactive or inconclusive.

SMILES	IL2 activator	WRN inhibitor	Abeta rescue	PLK1 PBD inh	FUS suppressor	EPAC1 antag	EPAC1 ag	PI5P4Ka inh
COc1ccc(NC(=O)CSc2nc3[nH]ncc3c(=O)n2-c2ccccc2C)cc1OC	-2.8	-9%	7%	6%	.	0%	-2%	-2
Cc1ccc(NC(=O)CSc2nnc(-c3ccccc3C)o2)cc1C	1.6	-2%	19%	-14%	23%	-13%	-2%	2
CCOc1ccc(S(=O)(=O)NCCC(=O)N2CCN(c3ccccc3O)CC2)cc1	1.8	-8%	-7%	-3%	33%	2%	-3%	-9
COc1cc(NC(=O)C2CC(=O)N(CCc3ccc(F)cc3)C2)cc(OC)c1OC (centres undefined)	-0.2	-6%	-13%	-6%	23%	-9%	10%	-2
COc1ccc(C2CC(c3cccc(F)c3)=NN2c2ccc(S(N)(=O)=O)cc2)cc1 (centres undefined)	-0.4	1%	26%	-4%	33%	-16%	-2%	7
COc1ccc(-c2cc3c(=O)n(CC(=O)N4CCCCC4)ncn3n2)cc1	-2.6	2%	13%	-10%	5%	17%	-11%	-2
CCOc1c(O)ccc(/C=C2\SC(=S)NC2=O)c1[N+](=O)[O-]	-0.4	-9%[11.6 µM]	-16%	30µM*	16%	-21%	-1%	-101*
CCOC(=O)c1cc(NC(=O)CC(C)(C)CC(=O)O)ccc1N1CCCCC1	-0.7	-16%	-8%	-7%	40%	-5%	-5%	-7
Cc1cccc(C)c1N=Cc1c(O)n(-c2nccs2)c(=O)c2ccccc12	-2.4	-15%	-3%	-3%	21%	2%	21%	-5
O=[N+]([O-])c1ccc(/C=N/Nc2nc(N3CCCCC3)nc(N3CCCCC3)n2)o1	1.0	-13%	3%	3%	30%	-8%	10%	-5
N#C/C(=C(\O)c1ccco1)c1ccccn1	0.2	1%[57.1 µM]	18%	3%	-23%	13%	6%	-4
COc1cccc2cc(C(=O)C3=C(O)C(=O)N(CCN4CCOCC4)C3c3ccc(C)o3)oc12 (centres undefined)	-2.4	5%	21%	-12%	32%	13%	-11%	-4
COC(=O)c1ccc(OCCCCN(C)Cc2ccccc2)cc1	1.7	5%	9%	2%	-22%	16%	-8%	0
COc1ccc(NC(=O)CN(C)C(=O)c2ccc(OCc3ccccc3)c(OC)c2)cc1	0.9	-8%	11%	1%	16%	-17%	-4%	5
Cc1ccc(-c2csc(Nc3ccc(C(=O)O)cc3)[n+]2Cc2ccccc2)cc1	-0.8	-12%[57.1 µM]	8%	?	27%	-17%	6%	0
COc1ccccc1CNS(=O)(=O)c1ccc(-n2cnnn2)c(C)c1	-1.3	5%	1%	-2%	6%	4%	-7%	1
CCN(CC)CCN(Cc1cc2cc(C)ccc2[nH]c1=O)C(=S)NCc1ccco1	2.4	-12%[57.1 µM]	16%	-3%	9%	-17%	0%	-1
CCOC(=O)C1(S(=O)(=O)c2ccc(Cl)cc2)CCN(Cc2ccc(C)cc2)CC1	2.3	-3%	6%	?	26%	-10%	-1%	.
O=c1c2ccccc2c(=O)n(Cc2ccccc2)n1Cc1ccccc1	0.1	-13%	14%	-8%	.	0%	2%	14
Cc1nn(C)cc1C(=O)NNC(=S)Nc1ccccc1	-0.7	-6%	7%	-3%	5%	7%	-4%	2
CCOC(=O)N1CCN(C(=O)COC(=O)c2ccc(N(C)C)cc2)CC1	2.5	6%	0%	4%	.	8%	0%	-2
CCOc1ccc(N(CC(=O)OC)S(=O)(=O)c2c(C)noc2C)cc1	1.1	-1%	6%	27µM*	-7%	-20%	-1%	3
O=C(CSc1nc2c(cnn2-c2ccccc2)c(=O)[nH]1)N1N=C(c2cccs2)CC1c1ccc(F)cc1 (centres undefined)	-0.6	-4%	5%	?	-25%	10%	12%	12
CC(C)n1cnc2c(N(C)c3ccccc3)nc(N(CCN(C)C)Cc3ccccc3)nc21	-0.6	-1%	9%	-15%	10%	-19%	-13%	1
CCc1nc2ccc(C(=O)O)cc2nc1CC	-1.0	-7%[57.1 µM]	-8%	-13%	-9%	7%	-5%	-14
O=C(Nc1cccc(C(=O)N2CCN(c3ccc(F)cc3)CC2)c1)c1ccccc1	-3.3	-4%	-4%	-12%	27%	-24%	8%	1
Cc1ccc(S(=O)(=O)N(C)C)cc1NC(=O)c1ccc(OC(F)(F)F)cc1	-4.6	-3%	-13%	-9%	40%	-24%	-22%	-3
CSc1nc2c([nH]1)c(=S)n(C)c(=O)n2C	-1.0	6%	?	1%	11%	5%	-10%	-2
Cc1cc(C(=O)NNC(=O)/C=C/c2ccccc2Cl)c(C)o1	-1.6	-3%	-10%	-2%	9%	5%	4%	9
CCCCOc1ccc(CNC(=O)NS(=O)(=O)c2ccc(OCC(C)C)cc2)cc1	1.2	-3%	-6%	-7%	-9%	8%	1%	-3
CN(C)S(=O)(=O)c1cccc(C(=O)Nc2cc(Cl)ccc2O)c1	1.3	?	12%	0%	0%	-17%	12%	-12
Nn1c(SCc2ccc(F)cc2)nnc1-c1ccccn1	-1.9	-4%	-5%	-3%	14%	-6%	-5%	-1
CC(C)c1nc(SCC(=O)N2CCCC2)c2c(=O)n(C)c(=O)n(C)c2n1	-3.6	0%	-11%	-14%	-4%	-3%	-9%	0
CCCC(c1nnnn1CS(=O)(=O)c1ccc(C)cc1)N1CCN(c2ccc(F)cc2)CC1 (centres undefined)	-2.6	-1%	21%	2%	5%	0%	5%	7
CC(=O)c1ccc(-c2[nH]c3ccccc3c2CCN2C(=O)c3ccccc3C2=O)cc1	-0.7	-6%	17%	-6%	-6%	-8%	6%	11
C/C(=N/NC(=S)Nc1cccc(C)c1)c1cccc([N+](=O)[O-])c1	-4.0	-5%	20%	-7%	?	-14%	20%	3
COc1ccc(NC(=O)Cn2nnc(C(=O)NCCc3ccccc3)c2N)c(OC)c1	0.9	-1%[11.6 µM]	9%	-19%	14%	-4%	10%	0
O=C(NCCC1=CCCCC1)c1cccc(S(=O)(=O)N2CCCCC2)c1	0.2	7%	6%	1%	6%	-2%	10%	-4
COc1ccccc1CCNC(=O)C(=O)NCC1OCCN1S(=O)(=O)c1ccc(OC)c(OC)c1 (centres undefined)	-1.8	-14%	5%	-13%	23%	-15%	-21%	-8
CCN(CC)c1ccc(C(=O)NNC(=O)C2CSC3(C)CCC(=O)N23)cc1 (centres undefined)	-0.2	1%	-7%	-8%	-7%	-5%	-2%	6

Full records, looked up by structure. Order of screens: IL2 activator	WRN inhibitor	Abeta rescue	PLK1 PBD inh	FUS suppressor	EPAC1 antag	EPAC1 ag	PI5P4Ka inh
`O=C(NCCC1=CCCCC1)c1cccc(S(=O)(=O)N2CCCCC2)c1` as listed: 0.2	7%	6%	1%	6%	-2%	10%	-4
`CCN(CC)c1ccc(C(=O)NNC(=O)C2CSC3(C)CCC(=O)N23)cc1` (centres undefined) as listed: -0.2	1%	-7%	-8%	-7%	-5%	-2%	6

Next part:
SMILES	IL2 activator	WRN inhibitor	Abeta rescue	PLK1 PBD inh	FUS suppressor	EPAC1 antag	EPAC1 ag	PI5P4Ka inh
CCOc1cc(/C=N\NC(=O)c2ccc(C)nc2)ccc1OC(=O)c1ccc(F)cc1	-1.0	-1%[57.1 µM]	-3%	4%	-19%	0%	2%	5
CCOc1ccc(C(CC(=O)O)NC(=O)C23CC4CC(CC(C4)C2)C3)cc1 (centres undefined)	2.2	4%	14%	-2%	19%	7%	-10%	.
O=C1NC(=O)C(c2ccccc2)(c2ccc(O)cc2)N1 (centres undefined)	0.2	7%	-4%	-1%	25%	13%	-3%	2
CC[C@H](C)[C@H](NC(=O)OCc1ccccc1)C(=O)OCC(=O)N(C)CC(=O)Nc1ccccc1Cl	-5.3	3%	-8%	-8%	44%	4%	5%	10
CN1CCN(CCCN(Cc2ccco2)C(=S)Nc2ccc(Cl)cc2)CC1	-2.5	-7%	8%	-11%	-4%	-13%	1%	-1
COc1cc2c(cc1OC)CN(C(=O)CN(C)S(=O)(=O)c1ccc(NC(C)=O)cc1)CC2	-0.9	3%	-1%	-9%	-5%	-5%	12%	2
COc1ccc(N2CCN(c3ccc([N+](=O)[O-])cc3Cl)CC2)cc1	-2.2	-7%	-12%	0%	-8%	-1%	2%	6
COc1ccc(C=C2SC(=S)N(CCCC(=O)Nc3ccc(C(=O)O)c(O)c3)C2=O)cc1OC	1.5	-15%	-4%	15%	3%	?	-4%	-18
O=C(/C=C/c1ccccc1[N+](=O)[O-])NCCCn1ccnc1	-4.1	-7%[57.1 µM]	-19%	-2%	16%	0%	-1%	7
O=C(OCC(=O)N1CCCCC1)c1c[nH]c2ccccc12	-0.4	10%	4%	-7%	.	-5%	10%	4
CCN1CCCC1CNC1=NCCCCC1 (centres undefined)	-2.7	3%	-4%	-6%	8%	4%	0%	0
CC1CCCC(NC(=O)C2N(CCCN3CCCC3)C(=O)C3C(C(=O)Nc4ccc(Cl)cc4)C4C=CC32O4)C1C (centres undefined)	-0.3	5%[57.1 µM]	-4%	1%	13%	3%	-8%	-1
COc1cc(NC(=O)Cn2cnc(S(=O)(=O)N3CCc4ccccc43)c2)cc(OC)c1OC	-2.3	-5%	2%	-9%	-2%	-11%	3%	-9
CCN(CC)CCOC(=O)c1ccc(NC(=O)CCCN2C(=O)S/C(=C/c3ccc(OC)cc3)C2=S)cc1	-0.8	-10%[57.1 µM]	-13%	3%	27%	1%	-7%	2
Cn1c(=O)c2cccnc2c(=O)n1C	-1.8	1%	2%	5%	-12%	5%	12%	0
CN(c1ccc(OCc2nnc(-c3ccccc3)o2)cc1)S(=O)(=O)c1ccccc1	0.3	-20%	?	-3%	4%	-21%	7%	-1
N#C/C=C1/NC(=O)c2ccccc2S1	-0.1	-13%	13%	4%	3%	9%	-1%	?
CC(=O)NC(c1ccccc1)c1nc(-c2cccc(F)c2)cs1 (centres undefined)	1.1	1%	-4%	-4%	-2%	-12%	-5%	5
Cc1nn(C)cc1-c1n[nH]c(=S)n1-c1ccc(Cl)cc1	-2.9	-14%	16%	-11%	.	5%	6%	7
CSc1nc2ccc3nc(NC(=O)c4ccc(Cl)s4)sc3c2s1	-0.3	6%	-15%	-8%	-19%	-16%	-23%	2
CCOC(=O)COc1ccc(S(=O)(=O)Nc2ccc(C)cc2)cc1	-1.0	0%	9%	-1%	22%	6%	3%	.
CCS(=O)(=O)c1ccc2oc(Nc3cc(C)cc(C)c3)nc2c1	2.2	-16%	0%	-5%	20%	3%	9%	.
Cc1cccc(NS(=O)(=O)c2cccs2)c1	-2.0	-14%	9%	-1%	1%	-5%	1%	.

High-throughput results as filed in PubChem BioAssay.

The order is random; overall some 4.1% were active at least once.
